Screening data deposited in PubChem BioAssay by several laboratories.
Pf gamet viab = late stage P. falciparum gametocyte viability inhibitors, primary screen, ATP luminescence, HTS; inhibition, % at 10.9 µM; 150,000 compounds, 0.065% hits; P. falciparum stage V gametocytes, 24 h;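 active means inhibition above the mean plus 3 SD of compounds within the control limits, set per campaign, cut at about 38% in these data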;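 further: 0% = DMSO wells and 100% = medium only without gametocytes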
Rab2 wt GTP = modulators of GTP binding to Rab2A wildtype, primary screen, biochemical, dog, bead-based flow cytometry, multiplex. Ras-related protein Rab-2A (Canis lupus familiaris), P61105. GST-Rab2 wt beads, Bodipy-GTP binding. GTP binding activity, % at 10 µM. 190,000 compounds, 0.19% hits. AID 760, 2007;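 active means GTP binding activity at least 20 points away from 100%, either lowered or raised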;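 further: 0% = beads with excess unlabeled GTP and 100% = no-compound control corrected for plate trend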
ABCB1 block = ABCB1 efflux pump inhibitors, primary screen, cell-based, multiplex, flow cytometry, ABCG2 counter-screen. 190,000 compounds, 0.067% hits. ATP-dependent translocase ABCB1 (Homo sapiens), P08183. inhibition, % at 6.6 µM. AID 1326, 2008. CCRF-Adr cells, JC-1 efflux; in the data active means inhibition above about 40%;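 further: 0% = vehicle and 100% = reference inhibitor; higher value means more JC-1 retained so stronger ABCB1 efflux block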
Target sequence (P08183 whole entry, looked up): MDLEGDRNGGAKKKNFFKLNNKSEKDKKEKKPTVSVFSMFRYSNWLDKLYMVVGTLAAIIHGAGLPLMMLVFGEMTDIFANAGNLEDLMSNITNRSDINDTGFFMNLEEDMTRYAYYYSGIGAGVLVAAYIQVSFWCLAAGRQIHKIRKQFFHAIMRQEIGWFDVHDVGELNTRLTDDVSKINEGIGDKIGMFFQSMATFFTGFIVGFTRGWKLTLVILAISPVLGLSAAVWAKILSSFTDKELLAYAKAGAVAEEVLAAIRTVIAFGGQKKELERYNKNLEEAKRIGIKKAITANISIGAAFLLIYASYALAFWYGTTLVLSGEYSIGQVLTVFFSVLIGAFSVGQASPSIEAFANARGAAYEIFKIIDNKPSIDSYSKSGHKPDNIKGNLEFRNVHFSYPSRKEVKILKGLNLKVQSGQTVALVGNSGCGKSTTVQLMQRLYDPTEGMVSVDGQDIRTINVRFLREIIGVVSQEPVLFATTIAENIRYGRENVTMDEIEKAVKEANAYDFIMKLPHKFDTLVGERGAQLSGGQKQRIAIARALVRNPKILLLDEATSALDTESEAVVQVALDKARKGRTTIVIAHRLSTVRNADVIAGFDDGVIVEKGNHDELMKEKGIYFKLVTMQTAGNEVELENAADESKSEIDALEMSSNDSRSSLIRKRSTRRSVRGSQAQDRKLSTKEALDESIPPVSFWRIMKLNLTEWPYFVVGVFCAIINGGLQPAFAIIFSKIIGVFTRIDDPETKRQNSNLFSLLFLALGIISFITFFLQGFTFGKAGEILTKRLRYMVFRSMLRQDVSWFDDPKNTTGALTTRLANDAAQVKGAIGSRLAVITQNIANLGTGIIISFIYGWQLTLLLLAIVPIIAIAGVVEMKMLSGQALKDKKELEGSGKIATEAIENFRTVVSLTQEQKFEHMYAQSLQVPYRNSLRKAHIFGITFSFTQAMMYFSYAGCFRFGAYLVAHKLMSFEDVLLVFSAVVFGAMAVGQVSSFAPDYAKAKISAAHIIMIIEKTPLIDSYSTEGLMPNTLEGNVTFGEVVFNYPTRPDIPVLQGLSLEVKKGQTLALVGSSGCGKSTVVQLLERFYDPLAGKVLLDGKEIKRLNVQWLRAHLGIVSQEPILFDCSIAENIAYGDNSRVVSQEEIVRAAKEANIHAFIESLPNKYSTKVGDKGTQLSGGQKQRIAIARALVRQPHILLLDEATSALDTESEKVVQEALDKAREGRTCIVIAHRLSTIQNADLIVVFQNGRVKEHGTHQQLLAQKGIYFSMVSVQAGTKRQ
HRas wt GTP bind = modulators of GTP binding to HRas wildtype, primary screen, biochemical, bead-based flow cytometry, multiplex; GTPase HRas (Homo sapiens), P01112; GST-Ras wt beads, Bodipy-FL-GTP binding; actives lie on both sides; GTP binding activity, % at 10 µM; 190,000 compounds, 0.14% hits; AID 759, 2007;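 active means GTP binding activity at least 20% away from the 100% baseline, either lowered as inhibitor or raised as activator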;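 further: 0% = unlabeled GTP competition control and 100% = no-compound control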
Cdc42 wt = modulators of GTP binding to wildtype Cdc42, primary screen, biochemical, multiplex bead flow cytometry, Bodipy-GTP. AID 761, 2007. percent activity (GTP binding), % at 10 µM. GST-Cdc42 beads; actives lie on both sides. Cell division control protein 42 homolog (Homo sapiens), P60953. 190,000 compounds, 0.2% hits;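 active means percent activity GTP binding at least 20 points away from the 100% baseline, either down as inhibitor or up as activator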;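 further: median bead fluorescence of bound Bodipy-FL-GTP at 100 nM; 0% = excess unlabeled GTP control and 100% = no compound control; below 100% means less GTP binding so inhibitor and above means activator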
Rac1 wt GTP bind = wildtype Rac1 GTP binding modulators, primary screen, biochemical, GST-Rac1 beads, flow cytometry, multiplex. Ras-related C3 botulinum toxin substrate 1 (Homo sapiens), P63000. fluorescent GTP binding; actives lie on both sides; 0 = cold GTP competed, 100 = untreated. AID 757, 2007. 190,000 compounds, 0.27% hits. GTP binding activity (% of control), % at 10 µM;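 active means GTP binding activity at least 20 points away from the 100% control level, either lower or higher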
Rab7 wt GTP bind = modulators of GTP binding to Rab7, primary screen, biochemical, wildtype, multiplex bead flow cytometry. Rab7 GTPase wild type (dog), Bodipy-FL-GTP binding. GST-Rab7 beads, fluorescent GTP binding; actives lie on both sides; untreated = 100%, excess cold GTP = 0%. GTP binding activity (percent of control), % at 10 µM. 190,000 compounds, 0.055% hits;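 active means fluorescent GTP binding to Rab7 beads changed by at least 20 points from the 100% baseline, either direction, mostly lower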;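 further: median green fluorescence of bound Bodipy-FL-GTP per Rab7 bead population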
Mcl1 Noxa PPI = Mcl-1/Noxa binding inhibitors, primary screen, biochemical, TR-FRET, 1536-well | inhibition, % at 21.7 µM | TR-FRET Mcl-1/Noxa peptide binding, 2 h | 220,000 compounds, 1.5% hits | Induced myeloid leukemia cell differentiation protein Mcl-1 (Homo sapiens), Q07820;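 active means compounds that cut the protein-peptide binding signal by more than 50% relative to plate controls in a single-dose test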;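 further: His-tagged Mcl-1 with rhodamine Noxa BH3 peptide and terbium anti-His antibody; 0% = Mcl-1 plus Noxa peptide wells and 100% = peptide-only wells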
Rac1 mut GTP = GTP binding modulators of activated mutant Rac1, primary screen, biochemical, bead-based flow cytometry, multiplex, fluorescent GTP; Ras-related C3 botulinum toxin substrate 1 (Homo sapiens), P63000; 190,000 compounds, 0.11% hits; GST-Rac1 activated beads; actives lie on both sides; 100% means binding = to untreated wells; percent activity (GTP binding), % at 10 µM;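 active means GTP binding at least 20 percentage points away from the 100% baseline, in either direction, so actives lie on both sides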
Avidin fluor = green autofluorescence of compounds with avidin beads – biophysical, 488/530 nm, flow cytometry, artefact control, profiling panel | AID 1775, 2009 | 220,000 compounds, 0.38% hits | compound fluorescence 488/530 nm; active compounds read high | fluorescence (KMESF) at 10 µM; in the data active means fluorescence above about 47; further: inactives centre near 10
ABCG2 block = ABCG2 efflux pump inhibitors, primary screen, multiplex with ABCB1, IgMXP3 cells, flow cytometry; 190,000 compounds, 0.1% hits; inhibition, % at 6.6 µM; Broad substrate specificity ATP-binding cassette transporter ABCG2 (Homo sapiens), Q9UNQ0; JC-1 efflux;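 active means inhibition above 80%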;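 further: 0% = DMSO and 100% = nicardipine control wells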
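Test system: IgMXP3 cells (ABCG2) mixed with DDAO far-red-labelled CCRF-Adr cells (ABCB1). Reagent: JC-1 transporter substrate. Compound dosing: single test compound dose, 6.6 µM final. Times: 10 min compound exposure, 25 °C. Detection: flow cytometry of retained JC-1 fluorescence. Read-out basis: efflux inhibition in percent versus controls. Controls: nicardipine and DMSO wells.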
Active calls of the source: *; . = no result given.

SMILES	Pf gamet viab	Rab2 wt GTP	ABCB1 block	HRas wt GTP bind	Cdc42 wt	Rac1 wt GTP bind	Rab7 wt GTP bind	Mcl1 Noxa PPI	Rac1 mut GTP	Avidin fluor	ABCG2 block
CC1/C(=N/O)CC(c2ccccc2)NC1c1ccccc1 (centres undefined)	.	93.0	0.0	94.0	97.0	98.0	91.0	6.0	96.0	6	0.3
S=C(NCC1CCCO1)NC12CC3CC(CC(C3)C1)C2 (centres undefined)	.	103.0	-1.4	103.0	104.0	106.0	102.0	17.9	98.0	.	14.9
CNCCCc1[nH]nc(N)c1C#N	.	99.0	1.6	103.0	101.0	101.0	99.0	10.2	102.0	23	7.7
O=C(O)C1CCCCC1C(=O)N1CC=C(c2ccccc2)CC1 (centres undefined)	.	101.0	1.2	100.0	101.0	104.0	98.0	9.3	98.0	38	12.5
CCOC(=O)C1=C(C)NC(C)=C(C(=O)OCC)C1C(=O)OCC(=O)N1CCCCC1CC (centres undefined)	.	102.0	1.2	103.0	105.0	108.0	103.0	0.3	101.0	11	6.8
CN1CCN(CCCn2cnc3c(=O)oc4ccccc4c32)CC1	-14.9	101.0	0.3	98.0	102.0	103.0	99.0	-2.8	99.0	14	0.9
Cc1ccc(OCC(=O)NNC(=O)c2cccnc2)cc1C	4.4	96.0	0.0	98.0	96.0	96.0	98.0	-5.5	98.0	6	1.0
COc1ccccc1Oc1c(C)oc2cc(OC(=O)c3ccco3)ccc2c1=O	2.1	96.0	0.2	97.0	97.0	98.0	97.0	7.5	97.0	36	1.3
CCCCC(c1nnnn1CC1CCCO1)N1CCN(c2nc3ccccc3s2)CC1 (centres undefined)	-3.9	99.0	2.2	102.0	103.0	103.0	102.0	26.2	99.0	5	2.7
CC1CCCC(NCC(O)COC(c2ccc(F)cc2)c2ccc(F)cc2)C1C (centres undefined)	4.5	95.0	0.5	91.0	98.0	92.0	92.0	15.9	96.0	6	0.4
CC(C)Nc1nc(NC(C)C)nc(SCCOC(=O)Nc2ccc(Cl)cc2Cl)n1	-15.2	95.0	1.2	96.0	95.0	99.0	98.0	16.5	93.0	6	4.0
CCOC(=O)CNc1nc(Cl)c(C#N)s1	-13.6	97.0	-0.3	95.0	95.0	95.0	95.0	5.5	94.0	9	1.2
CSc1nc(C)c(C(=O)C[n+]2ccc(C)cc2)cc1C#N	.	98.0	0.9	99.0	100.0	103.0	98.0	9.2	101.0	8	6.8
C/C(=N\Nc1ncc(Cl)cc1Cl)c1ccc(N2CCOCC2)cc1	-23.1	95.0	0.7	95.0	93.0	96.0	87.0	10.7	97.0	8	2.4
CCSc1nc(-c2ccccc2)c(-c2ccccc2)n1CC(O)CO (centres undefined)	13.0	97.0	1.2	98.0	97.0	98.0	105.0	14.4	94.0	8	16.4
O=C(CC(Nc1ccc(F)cc1)c1ccccc1)c1ccccc1 (centres undefined)	10.3	96.0	1.4	96.0	95.0	100.0	98.0	4.1	96.0	7	15.3
COC(=O)CN1C(=O)C(O)(CC(=O)c2ccc(Br)cc2)c2ccccc21 (centres undefined)	.	103.0	0.4	102.0	102.0	104.0	103.0	-24.4	99.0	24	2.2
COc1ccc(CCNC(=O)CSc2ccccn2)cc1	18.5	97.0	2.8	95.0	95.0	96.0	95.0	-0.6	96.0	9	8.9
O=C(O)C1C2C=CC3(CN(Cc4ccco4)C(=O)C13)O2 (centres undefined)	.	99.0	-0.9	99.0	101.0	102.0	98.0	18.8	100.0	14	-0.8
O=C(NCCC1=CCCCC1)c1cc(-c2ccncc2)nc2ccccc12	11.7	93.0	2.6	93.0	91.0	84.0	88.0	18.9	92.0	11	8.8
COc1cccc(N2C(=O)C3C(C2=O)C2C=CC3C23CC3)c1 (centres undefined)	3.7	99.0	0.4	100.0	102.0	99.0	96.0	3.5	98.0	10	0.1
CCn1nc(C)c(NC(=O)c2ccc(Br)o2)c1C	-15.8	99.0	0.2	101.0	102.0	101.0	98.0	-13.9	101.0	7	1.7
CN(C)C(CNC(=O)c1cccc(OC(F)F)c1)c1ccco1 (centres undefined)	.	99.0	0.0	100.0	100.0	106.0	99.0	24.5	102.0	11	7.0
Cc1ccc(CCNC(=O)C2CCN(S(=O)(=O)N3CCC4(CC3)OCCO4)CC2)cc1	2.1	97.0	0.2	98.0	97.0	98.0	96.0	7.8	97.0	15	1.7
Cc1ccc(NC(=O)Cn2cccc2C2=NC(c3ccccc3)CO2)cc1C (centres undefined)	-3.0	100.0	0.9	101.0	97.0	100.0	99.0	9.5	101.0	14	6.7
COc1ccc(S(=O)(=O)N(C(C)=O)c2ccc(OC(C)=O)c3ccccc23)cc1[N+](=O)[O-]	-22.6	90.0	1.0	93.0	93.0	98.0	94.0	22.5	90.0	13	15.8
COCCNC(=O)c1snc2ccc(Cl)cc12	-25.6	99.0	0.1	101.0	102.0	103.0	100.0	-9.7	99.0	36	2.1
Cc1cc2oc(=O)cc(CN3CCC(C)CC3)c2cc1Cl	.	98.0	0.5	97.0	99.0	103.0	103.0	-4.6	98.0	7	2.3
Cc1cc(Cl)ccc1OCCCC(=O)N1CCN(C(=O)c2ccco2)CC1	9.3	104.0	0.0	104.0	102.0	112.0	104.0	-2.0	101.0	12	0.6
Cc1ccc2nc(SCC(=O)Nc3cc(C(F)(F)F)ccc3N3CCOCC3)[nH]c2c1	.	93.0	1.6	93.0	93.0	89.0	94.0	.	92.0	7	6.6
O=C(Cn1nnc(-c2ccccc2-n2cnnn2)n1)NCc1ccccc1	.	100.0	-0.8	100.0	101.0	104.0	101.0	2.4	98.0	14	0.7
CCOC(=O)CN1C(=O)CSc2ccccc21	.	99.0	1.0	100.0	101.0	105.0	102.0	12.8	98.0	26	12.7
O=C1C(Cc2c[nH]c3ccccc23)NC(=S)N1Cc1ccccc1 (centres undefined)	11.9	101.0	0.4	101.0	100.0	103.0	101.0	17.8	98.0	22	0.9
CCn1cnc2cc(NC(=O)c3cccs3)ccc21	-32.8	100.0	0.6	101.0	100.0	103.0	109.0	14.9	98.0	12	4.6
COc1ccc(-n2nc([N+](=O)[O-])c(=NCCc3ccc(OC)c(OC)c3)n2O)cc1	-3.1	101.0	2.0	102.0	105.0	107.0	102.0	-21.9	102.0	8	12.3
O=C(NCc1cccnc1)/C(=C\c1ccc(-c2cccc(Cl)c2)o1)S(=O)(=O)c1ccccc1	.	99.0	1.7	100.0	96.0	102.0	98.0	47.2	100.0	5	5.5
COc1ccc(N2CCN(C(=O)CNC(=O)c3ccc(C(C)(C)C)cc3)CC2)cc1	-3.1	97.0	2.0	98.0	97.0	99.0	100.0	-6.1	97.0	7	9.8
S=c1[nH]nc(-c2cccc(Br)c2)o1	-39.9	99.0	-0.5	100.0	98.0	106.0	100.0	3.8	99.0	9	-2.5
CCOc1ccc(CN(C)C(C)C(=O)Nc2ccc([N+](=O)[O-])cc2Cl)cc1OC (centres undefined)	-4.6	96.0	11.1	97.0	97.0	99.0	102.0	17.5	97.0	11	15.3
Cc1ccc(NS(=O)(=O)c2cc(C(=O)N3CCN(C)CC3)ccc2C)cc1	.	93.0	0.6	94.0	94.0	94.0	96.0	0.1	91.0	7	1.5
CCOc1c(N2CCCCC2)c(=O)c1=O	12.7	101.0	0.3	102.0	101.0	103.0	101.0	5.6	100.0	9	1.8
Nc1nnc(SCC(=O)N2CCN(Cc3ccccc3)CC2)s1	.	99.0	0.2	102.0	106.0	113.0	99.0	31.8	103.0	4	1.3
Cc1ccc(NC(=S)NNC(=O)Nc2ccccc2)cc1	.	101.0	0.4	99.0	100.0	103.0	102.0	9.3	99.0	11	4.1
Cc1ccc2c(CN3C(=O)NC(C)(c4ccc5c(c4)OCO5)C3=O)cc(=O)oc2c1 (centres undefined)	0.4	98.0	0.6	99.0	102.0	109.0	101.0	-8.5	96.0	41	1.3
Cc1ccc(-c2c(C#N)c(N)nc3c2CCCCC3)cc1	.	90.0	-0.1	90.0	96.0	95.0	86.0	21.9	96.0	5	0.9
CCOC(=O)N1CCN(C(=O)C(C)N(c2ccccc2)S(C)(=O)=O)CC1 (centres undefined)	18.2	98.0	0.5	98.0	102.0	101.0	96.0	19.0	98.0	12	-0.1
Cc1cc(N2CCOCC2)ccc1/C=C\[N+](=O)[O-]	-20.6	97.0	0.1	99.0	96.0	100.0	102.0	19.5	95.0	4	4.2
Cc1nc(CN(C)Cc2nc(Cc3cccc(F)c3)no2)cs1	-6.7	96.0	0.9	95.0	97.0	100.0	96.0	-4.1	94.0	2	6.4
O=C(CCNC(=O)Cn1ccc2ccccc2c1=O)NCCCN1CCOCC1	-11.5	95.0	0.7	97.0	99.0	96.0	92.0	12.3	97.0	15	5.0
Cc1ccc(S(=O)(=O)N(C)C)cc1NC(=S)N1CCN(Cc2ccc3c(c2)OCO3)CC1	-9.2	93.0	-0.5	96.0	97.0	98.0	97.0	0.2	95.0	10	-0.2
COc1cccc(NC(=S)N2CCN(C/C=C/c3ccccc3)CC2)c1	34.8	104.0	0.3	102.0	104.0	111.0	105.0	2.2	100.0	7	4.4
O=C(CCN1C(=O)C2C3C=CC(C3)C2C1=O)NCCN1CCCc2ccccc21 (centres undefined)	-0.9	95.0	0.4	97.0	99.0	96.0	97.0	0.4	94.0	15	3.5
C/C(=N\NC(=O)c1ccc(Cl)cc1)c1ccc(N2CCOCC2)cc1	1.6	100.0	0.6	101.0	102.0	105.0	103.0	-2.8	101.0	3	3.1
